# OXTR agonist – human OXTR agonists, primary screen, fluorescence, CHO-OTR cells, Fluo-8 calcium | Oxytocin receptor (Homo sapiens), P30559 | activation, % at 3 µM | Fluo-8 calcium fluorescence; normalized: DMSO 0%, oxytocin 100% | AID 2435, 2010 | hit rate 0.32% among 320,000;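 active means activation above the mean of all tested compounds plus 3 SD, cutoff set per screening run, cut at about 20% in these data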;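 further: peak over basal fluorescence ratio from a 100 s FLIPR kinetic read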
# Target sequence (P30559 whole entry, looked up): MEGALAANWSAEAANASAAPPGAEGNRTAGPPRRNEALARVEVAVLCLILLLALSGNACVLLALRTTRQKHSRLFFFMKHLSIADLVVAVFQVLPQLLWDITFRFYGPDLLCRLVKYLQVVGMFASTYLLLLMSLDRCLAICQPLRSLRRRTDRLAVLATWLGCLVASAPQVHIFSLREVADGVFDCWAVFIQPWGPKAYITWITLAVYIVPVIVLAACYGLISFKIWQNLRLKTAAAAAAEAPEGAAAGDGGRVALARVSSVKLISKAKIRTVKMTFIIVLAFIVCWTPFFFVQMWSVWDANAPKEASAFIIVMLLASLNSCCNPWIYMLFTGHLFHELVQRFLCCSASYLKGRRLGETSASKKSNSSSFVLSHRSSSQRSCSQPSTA
# V1R ag counter – agonists of human V1a receptor, primary screen, counter-screen for OXTR agonist project, fluorescence, CHO-V1R cells | Vasopressin V1a receptor (Homo sapiens), P37288 | Fluo-8 calcium fluorescence, agonist mode; 0% DMSO, 100% 3 nM vasopressin | activation, % at 3 µM | hit rate 0.25% among 320,000 | AID 2797, 2010;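 active means activation above the mean activation of all tested compounds plus 3 SD, per screening run, cut at about 20% in these data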;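 further: signal is peak over basal fluorescence ratio across a 100 second FLIPR read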
# TAAR1 agonist – human TAAR1 agonists, primary screen, Fluo-8 calcium fluorescence, CHO RD-HGA16 cells; Trace amine-associated receptor 1 (Homo sapiens), Q96RJ0; hit rate 0.99% among 360,000; vehicle wells 0%, saturating PEA agonist 100%; activation, % at 3 µM; AID 624467, 2012;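 active means activation above the mean activation of all test compounds in the run plus 3 SD, cut at about 38% in these data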
#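 Assay system: CHO-derived RD-HGA16 cells with stable Gα16 and human TAAR1; timing: 17-24 h seeding, 75 min 37 °C dye, 30 min RT; read-out: % activation from peak over basal fluorescence ratio, DMSO-to-PEA scaled; measured by: kinetic Fluo-8 calcium fluorescence; benchmarks: low control DMSO, high control PEA (EC100); doses: 3 µM single concentration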
# CHO parental Ca – ATP-evoked calcium signal inhibitors, parental CHO, primary screen, counter-screen for OX1R antagonist project, cell-based, fluorescence, Fluo-8 calcium dye; parental CHO-K1, ATP-induced calcium, Fluo-8 fluorescence; inhibition, % at 5.6 µM; hit rate 0.63% among 330,000; AID 463079, 2010;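 active means inhibition above that plate's mean sample inhibition plus 3 SD, cut at about 26% in these data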;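 further: 0% = ATP-challenged DMSO wells and 100% = DMSO wells without ATP; some compounds past the cut are filed as inactive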
#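 Assay system: untransfected parental CHO cell line. Also added: ATP agonist challenge. Dosing: one dose, 5.6 µM nominal. Measured by: Fluo-8 fluorescence. Read-out: % inhibition. Benchmarks: ATP wells versus no-ATP DMSO wells. Repeats: no replicates.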
# CHRM1 agonist – human M1 muscarinic receptor agonists, primary screen, Fluo-8 calcium fluorescence, CHO-K1 cells, HTS; Muscarinic acetylcholine receptor M1 (Homo sapiens), P11229; CHO-K1 hM1, agonist mode; 0% DMSO, 100% acetylcholine EC100; activation, % at 3 µM; hit rate 0.33% among 360,000; AID 588814, 2011;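 active means activation above the run's mean compound activation plus 3 SD, cut at about 16% in these data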;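 further: peak over basal fluorescence ratio within a 140 s kinetic read after compound addition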
# Target sequence (P11229 whole entry, looked up): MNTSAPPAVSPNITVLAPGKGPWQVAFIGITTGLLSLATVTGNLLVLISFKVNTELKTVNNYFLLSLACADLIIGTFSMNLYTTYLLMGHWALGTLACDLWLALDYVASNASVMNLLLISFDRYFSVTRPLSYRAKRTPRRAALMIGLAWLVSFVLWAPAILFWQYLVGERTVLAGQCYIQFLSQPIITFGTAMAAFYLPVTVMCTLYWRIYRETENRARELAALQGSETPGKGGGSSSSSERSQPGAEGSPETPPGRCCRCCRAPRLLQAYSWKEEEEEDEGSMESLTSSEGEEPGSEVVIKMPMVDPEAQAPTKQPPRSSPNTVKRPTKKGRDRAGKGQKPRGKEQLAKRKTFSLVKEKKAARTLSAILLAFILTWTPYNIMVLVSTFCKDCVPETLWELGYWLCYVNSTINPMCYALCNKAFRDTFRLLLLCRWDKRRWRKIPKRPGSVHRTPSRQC
# OXTR potentiate – human OXTR potentiators, primary screen, fluorescence, CHO-OTR cells, Fluo-8 calcium | Fluo-8 calcium fluorescence, potentiator mode; 0% = oxytocin EC15, 100% = EC100 | activation, % at 3 µM | hit rate 0.061% among 320,000 | AID 2445, 2010;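 active means activation above that plate's cutoff, the mean activation of tested compounds plus 3 SD, cut at about 6.6% in these data, passing the limit was not always enough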;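 further: 100% uses oxytocin at 75 nM as the full agonist control; some results filed as inactive read as strong as hits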
#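 test system = CHO-OTR cells, human receptor | compound = single-point 3.0 µM | schedule = 6 min compound pre-incubation at room temperature, 100 s kinetic read | signal = Fluo-8 no-wash calcium dye fluorescence, excitation 470-495 nm, emission 515-575 nm | repeats = single well per compound, singlicate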
# M1 antag – human M1 muscarinic receptor antagonists, primary screen, CHO-K1 cells, Fluo-8 calcium fluorescence, 1536-well; inhibition, % at 3 µM; Muscarinic acetylcholine receptor M1 (Homo sapiens), P11229; hit rate 1.3% among 360,000; CHO-K1 hM1, ACh EC80 antagonist; AID 588852, 2011;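 active means percent inhibition above its own plate's cutoff, namely the mean of that plate's compound wells plus 3 SD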;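 further: peak over basal fluorescence ratio during 140 s after agonist addition; 0% = ACh EC80 plus DMSO and 100% = DMSO alone without agonist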
# TAAR1 antag – human TAAR1 antagonists, primary screen, Fluo-8 calcium fluorescence, CHO RD-HGA16 cells; antagonist; inhibition, % at 3 µM; hit rate 1.5% among 360,000;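 active means inhibition above a per-plate cutoff, the mean inhibition of test compounds on that plate plus 3 SD, cut at about 49% in these data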;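 further: 0% = DMSO plus EC80 beta-PEA response and 100% = DMSO alone without agonist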
#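 Test system: CHO RD-HGA16 cells bearing hTAAR1 | Reagent: β-PEA, EC80 | Compound dosing: 3 µM, single point | Schedule: Dye loading 75 min at 37 °C, then 30 min room temperature | Signal: Calcium fluorescence with Fluo-8 | Evaluation: Percent inhibition of PEA-evoked calcium signal, max/basal emission ratio | Control set: DMSO-only wells and EC80 β-PEA-stimulated wells | Repeats: Singlicate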
# M1 PAM – human M1 muscarinic receptor positive allosteric modulators, primary screen, CHO-K1 cells, Fluo-8 calcium fluorescence, 1536-well; hit rate 0.088% among 360,000; activation, % at 3 µM; Muscarinic acetylcholine receptor M1 (Homo sapiens), P11229; CHO-K1 hM1, ACh EC20; 0% = ACh EC20, 100% = maximal ACh; in the data active means activation above about 19%, passing the limit was not always enough
# The depositor's hits bear a star; . = not tested or not shown.
SMILES,OXTR agonist,V1R ag counter,TAAR1 agonist,CHO parental Ca,CHRM1 agonist,OXTR potentiate,M1 antag,TAAR1 antag,M1 PAM
CN(C)c1ccc(/C=C/c2nc3ccccc3c(=O)[nH]2)cc1,5.6,4.4,3,-1,2,-12,-1,2,1
CC(=O)Oc1ccc(C)cc1-n1nc2ccccc2n1,-3.0,-0.8,18,-12,-2,-10,2,-13,4
CC(=O)OC1CCC2(C)C(CCC3C2CC(OC(C)=O)C2(C)C3C[C@@H]3O[C@]4(CC[C@@H](C)CO4)[C@@H](C)C32)C1 (stereo not given in full),0.7,1.2,.,0,.,-1,.,.,.
CCCc1nc2ccc(NC(=O)c3cccs3)cc2c(=O)n1Cc1ccc(Cl)cc1,0.2,0.0,2,-31,-8,-15,-9,-12,8
Cc1cc2ncn(CCC(=O)NC(C)(C)C)c2cc1C,-0.5,-0.3,11,-12,-15,-8,-9,-16,14
CCn1[nH]c(=O)c(=Nc2c(C)n(C)n(-c3ccccc3)c2=O)cc1-c1ccc(Cl)cc1,-1.6,0.3,6,-10,-7,-5,-3,-5,-1
O=C(ONC1=NCCCCC1)c1ccc([N+](=O)[O-])cc1,-0.3,-0.4,8,-10,-2,-11,-4,-3,8
C(=C\c1ccccc1)/CN1CCN(C(c2ccccc2)c2nnnn2Cc2ccccc2)CC1 (stereo not given),.,.,0,.,-5,.,21,-8,-24
CC1CCN(C(=O)CN2c3cccc4cccc(c34)S2(=O)=O)CC1,0.4,0.4,2,-6,-3,-5,-18,6,9
COc1cc([N+](=O)[O-])ccc1NC(=O)CN1C(=O)NC2(CCCCC2C)C1=O (stereo not given),.,.,-1,.,-4,.,-6,-7,2
CCCc1ccc(Oc2cn[nH]c2-c2ccc(O)cc2O)cc1,1.2,7.7,20,35*,0,-3,9,18,2
CN1CCN(Cc2nc3c(c(=O)[nH]c(=O)n3C)n2Cc2c(F)cccc2Cl)CC1,0.3,0.1,0,-6,-10,-7,5,-3,-2
CC1CCCC(NC(=O)CCCn2ncn3c(cc4occc43)c2=O)C1C (stereo not given),0.1,0.9,0,2,-4,-5,4,-14,3
COc1ccc(CN2CCCC(CO)(Cc3ccc(F)cc3)C2)c(OC)c1OC (stereo not given),-0.5,0.8,1,-19,-9,-10,-11,-15,-1
O=C(Nc1ccc(F)cc1F)c1ccc(COc2c(F)c(F)cc(F)c2F)o1,0.8,1.0,10,-16,-2,0,-13,37,5
CCOC(=O)c1nnn2c1nc(N(CC)CC)c1ccccc12,-2.4,-0.4,-1,-29,-5,-2,-1,-36,0
O=c1[nH]c(SCc2nc3ccccc3c(=O)n2-c2ccccc2)nc2ccccc12,-3.2,-0.9,4,-27,-5,-3,2,7,1
S=C(NCc1ccc2c(c1)OCO2)NC1CCN(Cc2ccccc2)CC1,9.2,8.7,6,-6,-11,-10,-9,3,3
O=C(NC(c1ccccc1)c1ccccc1)C1CCCN(S(=O)(=O)c2cnc[nH]2)C1 (stereo not given),0.3,-0.7,2,-1,-2,-2,-2,-28,4
CS(=O)(=O)N1CCC(C(=O)NCc2ccncc2)CC1,0.0,0.1,9,-3,-4,-11,8,5,0

# An excerpt of these results, with each value named.
> O=C(NC(c1ccccc1)c1ccccc1)C1CCCN(S(=O)(=O)c2cnc[nH]2)C1 (stereo not given)
  OXTR agonist: 0.3
  V1R ag counter: -0.7
  TAAR1 agonist: 2
  CHO parental Ca: -1
  CHRM1 agonist: -2
  OXTR potentiate: -2
  M1 antag: -2
  TAAR1 antag: -28
  M1 PAM: 4
> CS(=O)(=O)N1CCC(C(=O)NCc2ccncc2)CC1
  OXTR agonist: 0.0
  V1R ag counter: 0.1
  TAAR1 agonist: 9
  CHO parental Ca: -3
  CHRM1 agonist: -4
  OXTR potentiate: -11
  M1 antag: 8
  TAAR1 antag: 5
  M1 PAM: 0

# New compounds follow
SMILES,OXTR agonist,V1R ag counter,TAAR1 agonist,CHO parental Ca,CHRM1 agonist,OXTR potentiate,M1 antag,TAAR1 antag,M1 PAM
COc1ccc(S(=O)(=O)Nc2ccc3c(c2)n(C)c(=O)n3C)cc1OC,0.6,0.5,1,-9,-2,3,-2,-5,10
Clc1ccc(CSc2ncn[nH]2)cc1,-0.9,0.2,6,-11,0,-1,-11,-4,10
COc1ccc(Cl)cc1NC(=S)Nc1cccnc1,0.7,0.4,2,-6,-2,0,-14,0,10
COc1ccc(OC)c(CN2CCN(C(=O)c3cccc(S(=O)(=O)Nc4ccc(F)cc4)c3)CC2)c1,.,.,5,.,-1,.,2,7,-3
O=C(O)c1cc(-c2cccnc2)nn1-c1ccccn1,-0.4,0.3,5,2,-3,-3,1,6,3
Cc1ccc(S(=O)(=O)n2ccc3c(OCCOCCNCc4ccc(F)cc4)cccc32)cc1,5.0,12,23,39*,2,-15,13,40,-1
O=C(NCc1ccccc1)C1=C[C@H](c2csc3ccccc23)C[C@H](OCCCCO)O1,2.5,1.5,21,-15,-2,-12,2,26,3
c1ccc2occc2c1,0.6,0.3,0,-4,-4,-9,-8,6,6
Cn1nccc1C(=O)NC1CCCc2c1cnn2-c1ccccc1F (stereo not given),8.3,10,4,49*,6,-9,40,23,-14
CCNc1nc(NC(C)C)nc(NC(C)(C)C)n1,1.9,1.1,10,-9,-6,-27,33*,12,-20
O=c1[nH]c(CNCc2cccnc2)nc2ccccc12,0.4,0.3,2,-6,-7,-4,-15,-8,13
O=C1/C(=C\Nc2ccc(Cl)cc2)CCN1c1ncccn1,1.0,1.3,4,-7,1,-1,5,6,7
CC1(C)NC(=O)N(CCOCCOc2c(Cl)cc(Cl)cc2Cl)C1=O,-0.1,8.9,6,-15,-6,-1,-4,11,4
Cc1noc(C(=O)Nc2cccc(Cl)c2)c1Cl,.,.,3,.,0,.,-7,-13,9
COc1ccccc1CNc1nc(NCc2ccc(NC(C)=O)cc2)c2sccc2n1,.,.,5,.,-6,.,9,13,-12
CCC(O)C1CCN(C(=O)c2ccc(OC3CCN(Cc4ccccn4)CC3)cc2)CC1 (stereo not given),-0.1,1.9,0,-4,-5,-2,-9,-23,6
C[C@H](O)[C@@H]1C(=O)N2CCc3ccc(-c4ccccc4)cc3[C@@H]2C[C@@H]1N(C)C(=O)c1ccc(C#N)cc1,.,.,4,.,-2,.,-11,7,5
COCCCN(Cc1cc(OC)c(OC)c(OC)c1)C(=S)Nc1cccc(Cl)c1,.,.,3,.,-2,.,-4,-15,4
COc1cc(-c2c(-c3ccc4c(c3)OCO4)noc2C)ccc1F,-0.5,-0.2,10,-13,-6,-10,-3,2,6
CC(NC(=S)NC(=O)c1cccs1)c1ccccc1 (stereo not given),-1.2,-0.3,11,-13,-2,-4,-12,12,8

# Whole records, looked up by structure:
# CCC(O)C1CCN(C(=O)c2ccc(OC3CCN(Cc4ccccn4)CC3)cc2)CC1 (stereo not given) is listed as OXTR agonist = -0.1; V1R ag counter = 1.9; TAAR1 agonist = 0; CHO parental Ca = -4; CHRM1 agonist = -5; OXTR potentiate = -2; M1 antag = -9; TAAR1 antag = -23; M1 PAM = 6
# COc1ccccc1CNc1nc(NCc2ccc(NC(C)=O)cc2)c2sccc2n1 is listed as OXTR agonist = .; V1R ag counter = .; TAAR1 agonist = 5; CHO parental Ca = .; CHRM1 agonist = -6; OXTR potentiate = .; M1 antag = 9; TAAR1 antag = 13; M1 PAM = -12

# Records listed so far shown as hits in M1 antag:
SMILES,CHRM1 agonist,OXTR potentiate,M1 antag,TAAR1 antag,M1 PAM
CCNc1nc(NC(C)C)nc(NC(C)(C)C)n1,-6,-27,33*,12,-20

# (listing goes on)
SMILES,OXTR agonist,V1R ag counter,TAAR1 agonist,CHO parental Ca,CHRM1 agonist,OXTR potentiate,M1 antag,TAAR1 antag,M1 PAM
CC(C(=O)Nc1ccc2c(c1)OCO2)c1ccc([N+](=O)[O-])cc1 (stereo not given),20*,19,37,6,16,-17,8,15,-6
Cc1ccc2sc(NC(=O)CN3C(=O)c4ccccc4C3=O)nc2c1C,1.5,0.6,0,-13,-2,0,-12,-8,9
COc1cc(NC(=O)COC(=O)CNC(=O)C23CC4CC(CC(C4)C2)C3)cc(OC)c1,-0.5,2.9,2,-9,6,-9,-1,6,12
CC(C)(C)NC(=O)Cn1c(SCC(N)=O)nc2ccccc21,0.4,0.3,5,-15,0,-14,-6,11,10
O=C(C1COc2ccccc2O1)N1CCN(c2ccc([N+](=O)[O-])cc2)CC1 (stereo not given),5.4,4.0,1,-6,-6,-5,10,12,-8
CC(=O)Nc1c(O)nc(SCC(=O)Nc2sc3c(c2C#N)CCCCCC3)[nH]c1=O,1.2,-0.3,2,2,-3,-2,11,-6,-2
CCCc1ccc(C(O)c2ncc(-c3cccc(F)c3)[nH]2)cc1 (stereo not given),.,.,2,.,1,.,-18,24,15
CC1(NC(=O)Nc2cc([N+](=O)[O-])ccc2O)CCS(=O)(=O)C1 (stereo not given),-0.8,0.8,1,0,-1,-5,-8,-3,7
CC1(C)Cc2nc3sc4c(N5CCCC5)nnnc4c3cc2CO1,-0.1,1.5,.,-8,.,-3,.,.,.
COc1ccc(C(=O)Nc2ccc(Cl)cc2F)cc1S(=O)(=O)N1CCCC1,2.8,4.7,1,-25,-3,-3,-2,-6,8
CCN(CC(=O)Nc1ccc2c(c1)OCCO2)Cc1cc(=O)oc2cc(C)c(C)cc12,-0.5,-0.2,14,-11,-6,0,3,9,2
O=C(C1CC(=O)N(c2ccc3c(c2)OCCO3)C1)N1CCN(c2ccccc2)CC1 (stereo not given),-1.0,-0.3,-1,-4,0,1,-9,14,8
O=C(CCN1CCN(c2ccccc2)CC1)N/N=C/c1ccc([N+](=O)[O-])o1,0.1,-0.3,3,-12,-7,-21,-12,0,13

# Source: PubChem BioAssay (The Scripps Research Institute Molecular Screening Center)
